PKA-R2B activ = activates the human PKA-R2B holoenzyme complex. PKA-R2B holoenzyme dissociation, Cy5-IP20 fluorescence polarization; R2B truncated from residue 108, S112A mutant; 0% DMSO only, 100% 113 µM cGMP. activation, % at 11.4 µM. hit rate 0.079% among 340,000. AID 504700;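 active = activation above a cutoff set at the mean over all compounds plus 3 SD, cut at about 18% in these data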;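 also: higher means more holoenzyme dissociation and a rise in polarization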
Target sequence (P31323 whole entry, looked up, other chains not shown, the tested form may be a part): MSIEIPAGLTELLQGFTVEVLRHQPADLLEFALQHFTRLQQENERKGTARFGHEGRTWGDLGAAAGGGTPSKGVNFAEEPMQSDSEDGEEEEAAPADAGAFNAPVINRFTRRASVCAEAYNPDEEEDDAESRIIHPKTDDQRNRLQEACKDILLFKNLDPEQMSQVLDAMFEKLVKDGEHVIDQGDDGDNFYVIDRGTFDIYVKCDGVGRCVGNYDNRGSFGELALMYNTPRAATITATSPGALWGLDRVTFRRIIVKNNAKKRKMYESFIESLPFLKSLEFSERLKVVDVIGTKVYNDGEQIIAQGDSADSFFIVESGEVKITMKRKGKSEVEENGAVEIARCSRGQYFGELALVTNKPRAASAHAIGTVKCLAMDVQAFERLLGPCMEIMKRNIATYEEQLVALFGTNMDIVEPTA
DAGLB inh = diacylglycerol lipase beta (human) inhibition | Q8NCG7 | HEK293T DAGLB membrane lysate, EnzChek fluorogenic substrate | inhibition, % at 5.17 µM | hit rate 0.059% among 340,000 | AID 504411; in the data active = inhibition above about 34%;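 also: 0% = enzyme with vehicle and 100% = wells lacking enzyme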
Target sequence (Q8NCG7 whole entry, looked up): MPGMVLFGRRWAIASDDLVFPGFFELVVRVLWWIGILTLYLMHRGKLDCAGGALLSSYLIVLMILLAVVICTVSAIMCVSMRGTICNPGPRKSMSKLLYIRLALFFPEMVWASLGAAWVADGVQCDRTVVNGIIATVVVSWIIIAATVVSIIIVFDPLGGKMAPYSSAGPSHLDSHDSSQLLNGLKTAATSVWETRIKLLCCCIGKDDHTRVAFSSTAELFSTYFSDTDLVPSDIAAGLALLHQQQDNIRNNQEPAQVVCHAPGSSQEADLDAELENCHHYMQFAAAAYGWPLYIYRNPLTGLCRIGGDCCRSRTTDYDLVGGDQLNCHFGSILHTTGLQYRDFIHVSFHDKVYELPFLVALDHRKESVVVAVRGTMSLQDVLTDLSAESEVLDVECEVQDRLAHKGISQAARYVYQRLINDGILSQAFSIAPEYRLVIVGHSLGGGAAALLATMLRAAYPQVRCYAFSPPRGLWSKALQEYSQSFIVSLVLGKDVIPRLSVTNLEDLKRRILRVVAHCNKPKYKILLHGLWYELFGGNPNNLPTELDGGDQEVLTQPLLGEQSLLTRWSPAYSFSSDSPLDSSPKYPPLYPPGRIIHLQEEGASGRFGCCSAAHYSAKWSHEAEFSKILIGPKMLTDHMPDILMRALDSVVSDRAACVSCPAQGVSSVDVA
SUMO Mot1 rescue = inhibitors of SUMOylation pathway: yeast Mot1-301 growth rescue | S. cerevisiae Mot1-301 growth rescue, ATP luminescence, 38.5C; percent above DMSO median, 100 means doubled | growth rescue, % at 18.8 µM | hit rate 1% among 320,000 | AID 2716;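 active = every valid replicate shows activation above 250% relative to neutral control wells; inactive = the rest, any valid replicate at or below 250%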;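 also: OY570 slx delta 5 strain wells were the positive control but not used for scaling; some compounds called inactive have numbers as strong as hits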
PKA-R1A act = activates the PKA-R1A holoenzyme complex | PKA-R1A dissociation, Cy5-IP20 fluorescence polarization; scaled: DMSO 0%, 113 µM cGMP 100% | hit rate 0.083% among 340,000 | activation, % at 11.4 µM | P00514+P68181;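 active = percent activation above the mean of all tested compounds plus 3 SD, cut at about 19% in these data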;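 also: higher means more PKAc released from R1A so a rise in polarization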
CDK5 p35 inh = inhibitors of human CDK5/p35 kinase. Q00535+Q15078. Recombinant CDK5/p35, ADP-Glo luminescence, 60 min. inhibition, % at 10 µM. hit rate 0.01% among 330,000. AID 488839;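 active = highest replicate inhibition of at least 50% and at least 75% of replicates reaching 50%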;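 also: plate controls were DMSO neutral control for no effect and GW8510 at 10 µM for full effect; many of its hits are not listed in these tables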
Ecoli viability = bacterial growth inhibition, counter-screen for AddAB inhibitors; E. coli V3065 growth, OD600 absorbance, 18 h; inhibition, % at 11.9 µM; hit rate 0.27% among 330,000; AID 449728;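 active = inhibition above the campaign's mean inhibition across all tested compounds plus 3 SD, cut at about 9.9% in these data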;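 also: uninfected addAB+ strain grown without phage in ampicillin broth; 0% = DMSO wells and 100% = ciprofloxacin 0.95 µg/ml wells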
phage Ecoli inh = E. coli growth loss with phage present | growth absorbance | inhibition, % at 11.9 µM | hit rate 0.26% among 360,000; in the data active = inhibition above about 11%
HTR5A ag = counter-screen for OPRM1-OPRD1 agonists: human HTR5A agonism; P47898; AID 504692; hit rate 0.61% among 340,000; activation, % at 9.3 µM; HTR5A agonist assay, luminescence, cell-based; in the data active = activation mostly above about 9.5%, no sharp cut-off; inactive = mostly below about 7.6%;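 also: 0% = cells with vehicle only and 100% = reference agonist; strong numbers were not always called active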
HTR5A inv ctr = counter-screen for OPRM1-OPRD1 inverse agonists: human HTR5A inverse agonism; hit rate 0.083% among 340,000; AID 504634; HTR5A cell line, luminescence; inhibition, % at 9.3 µM; in the data active = inhibition mostly above about 23%, no sharp cut-off; inactive = mostly below about 18%;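 also: 0% = cells with DMSO and 100% = no-cell wells with DMSO; some compounds called inactive have numbers as strong as hits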
AddAB inh = less growth of phage-infected E. coli with AddAB | E. coli expressing H. pylori AddAB, absorbance growth | inhibition, % at 11.9 µM | hit rate 0.29% among 330,000 | AID 435030; in the data active = inhibition above about 12%;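 also: 0% = vehicle wells of infected cells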
Tat transport = blocks Tat-dependent protein export in E. coli; E. coli MC4100 TorA-mCherry Tat export, fluorescence; inhibition, % at 10 µM; hit rate 0.036% among 340,000; AID 488895;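 active = mean replicate inhibition at least 50% and at least half of replicates individually reaching 50%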;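 also: exported cargo escapes ClpAP degradation while cytoplasmic cargo is degraded and loses fluorescence; 0% = median of neutral control wells and 100% = median of NaSCN control wells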
Active calls of the source: *; / = no result given.

SMILES	PKA-R2B activ	DAGLB inh	SUMO Mot1 rescue	PKA-R1A act	CDK5 p35 inh	Ecoli viability	phage Ecoli inh	HTR5A ag	HTR5A inv ctr	AddAB inh	Tat transport
COc1ccc(CCNC(=O)CC2Nc3cc(C)c(C)cc3NC2=O)cc1OC (stereo unspecified)	7	-1	-1	-5	2.0	-1.6	-1.6	0	-9	2.0	-1
O=S(=O)(c1ccc(N2CCCC2)nc1)N1CCOCC1	-8	-1	22	-4	-0.3	-0.4	1.3	-3	-8	2.7	2
CS(=O)(=O)N1CCc2cc(-c3csc(NC(=O)Cc4cccs4)n3)ccc21	-19	1	0	0	0.7	-4.1	0.2	3	-10	-0.8	2
CCNC(=S)NNC(=O)c1ccncc1	-9	3	-13	-7	-0.4	1.4	0.5	-2	15	3.6	-20
Cc1cccc(C)c1NC(=O)CN(C)C(=O)c1cccc(S(=O)(=O)N2CCN(C)CC2)c1	-8	1	10	1	0.3	0.7	-3.6	-3	8	-0.3	-2
Cc1csc(NC(C)c2nc3cc(Cl)c(Cl)cc3n2CCCO)n1 (stereo unspecified)	3	1	-2	-4	-0.3	-1.2	3.0	13	-32	2.6	-3
CCc1cc(=O)oc2cc(OCC(=O)OC)c(Cl)cc12	5	-2	-19	8	0.0	-0.8	3.7	-2	4	-0.5	-15
COc1cc(C(=O)N2CCN(c3cccc(C(F)(F)F)c3)CC2)ccc1OCC(=O)N1CCOCC1	0	1	/	6	-0.4	/	1.6	6	-17	/	-7
Cn1c(COc2ccccc2)nnc1SCc1nc2ccccc2[nH]1	-11	2	51	2	0.6	-1.6	2.0	0	11	0.1	0
COc1cc(OC)c(C=NNC(=S)NC23CC4CC(CC(C4)C2)C3)c(OC)c1	-11	2	/	7	0.9	/	1.1	-2	6	/	-1
Cc1cc(C(=O)OCC(=O)NC2CC2)ccc1[N+](=O)[O-]	-12	0	14	6	0.7	-1.4	2.1	-2	1	1.8	4
CC(=O)C1=C(C)Nc2ncnn2C1c1cccc(OCc2ccccc2)c1 (stereo unspecified)	-11	0	-3	-2	2.3	0.0	2.8	1	-2	2.3	-5
CN(Cc1ccc(OC(F)F)cc1)C(=O)C1CCN(S(=O)(=O)c2ccc3c(c2)OCCO3)CC1	-5	-2	0	-18	0.8	-0.5	1.1	0	0	-0.2	-1
Fc1ccccc1Cc1noc(CN2CCN(C/C=C/c3ccccc3)CC2)n1	-12	-5	7	-11	-1.2	-2.4	1.7	0	6	-0.5	1
O=C(c1ccc(-c2cccc(Cl)c2)o1)N1CCN(c2ccc([N+](=O)[O-])cc2)CC1	3	-4	1	10	-0.8	-1.4	1.3	8	2	0.1	6
Cc1cccc(-n2c(C)c(-c3ccccc3)[nH]c2=S)c1	-12	0	-10	-1	-0.7	-1.0	-1.5	4	-10	4.4	0
O=C1S/C(=C/c2ccccc2F)C(=O)N1CCN=C1NS(=O)(=O)c2ccccc21	-8	1	-2	3	-1.4	-1.7	2.3	0	6	-0.2	-4
CCN1C(=O)[C@H]2[C@@H](c3ccc(-c4ccc(OC)cc4)cc3)N3CCC[C@@]3(C(=O)OC)[C@H]2C1=O	-1	-6	-5	-3	-1.3	-1.5	-0.8	2	-17	1.8	-3
CCCSc1nc(N)c(C#N)c(-c2ccc(C)cc2)c1C#N	-13	-9	4	-4	1.7	-2.8	-0.7	0	-1	1.8	-3
O=C(NCCN1CCOCC1)c1ccc(F)cc1	-1	-3	136	-4	0.7	-0.4	1.8	0	-17	1.5	-8
COc1ccc(OC)c(C(=O)CSc2nnnn2C)c1	7	1	-20	4	0.2	0.8	0.6	0	-8	0.3	1
CCCCn1c(SCC(=O)Nc2cc(C)on2)nc2ccsc2c1=O	9	-4	-13	-1	0.0	1.5	2.0	-1	-20	0.8	-2
CCn1cc(CNC(=O)CC2C(=O)NCCN2CC(c2ccccc2)c2ccccc2)cn1 (stereo unspecified)	-1	0	-8	-4	-1.4	-0.1	2.4	4	20	2.0	-10
CCCN(C(=O)COC(=O)c1[nH]c(C)c(C(=O)OC)c1C)c1c(N)n(Cc2ccccc2)c(=O)[nH]c1=O	10	3	23	3	0.0	-2.1	1.5	11	-7	-1.4	0
O=C1c2ccsc2SCCN1Cc1cccc(F)c1	-3	-2	10	-4	0.3	-1.5	-0.1	-3	10	0.1	-24

New compounds follow:
SMILES	PKA-R2B activ	DAGLB inh	SUMO Mot1 rescue	PKA-R1A act	CDK5 p35 inh	Ecoli viability	phage Ecoli inh	HTR5A ag	HTR5A inv ctr	AddAB inh	Tat transport
N#C/C(=C\c1c(Cl)cccc1Cl)c1nc2ccccc2[nH]1	-2	1	-19	-7	0.1	1.5	2.1	-1	4	2.2	-2
O=C(CCC(=O)Nc1cccc(Cl)c1)N/N=C/c1cc([N+](=O)[O-])ccc1O	-6	8	3	-12	0.8	3.5	2.8	-1	3	1.7	-9
Cn1c(C(=O)OC(C(=O)NCC2CCCO2)c2cccnc2)cc2sccc21 (stereo unspecified)	-13	1	1	-15	-0.5	-0.2	3.6	-1	3	1.1	-5
O=C(N/N=C/c1ccc([N+](=O)[O-])o1)c1cc(-c2ccc(-c3ccccc3)cc2)nc2ccccc12	-3	6	-10	3	-1.9	-0.9	2.7	3	14	4.4	1
Cc1cccc[n+]1CCCCCCCCCC[n+]1ccccc1C	-3	0	-7	-8	0.4	1.0	3.5	-4	-11	0.6	10
CCS(=O)(=O)NCCc1cc2ccc(C)cc2[nH]c1=O	-2	-1	2	2	0.0	-2.0	/	3	-6	2.4	2
COc1cc([N+](=O)[O-])ccc1NC(=S)NNC(=O)CCC(=O)Nc1ccccc1Cl	3	11	-7	3	-0.3	-2.9	-0.2	-3	-17	0.4	-8
CN(CCc1ccccc1)C(=O)c1ccc(NC(=O)Cc2cccc(NC(=O)C3CCN(C(=O)C4CCC4)CC3)c2)cc1	6	-2	/	-2	-1.3	/	-1.2	1	-4	/	4
CCOc1ccc(/C=N/Nc2nc(C)cs2)c(O)c1	-3	6	-17	9	1.0	/	-1.2	6	-1	/	-3
Cc1cccc(-c2nnnn2-c2cccc(C)c2)c1	2	-3	-4	1	-1.4	-2.3	3.9	0	-1	3.3	-3
CNC(=S)N1CCc2sccc2C1C (stereo unspecified)	1	0	47	-3	0.9	1.2	1.8	-6	23	-0.2	5
COc1cccc(CNC(=O)c2cc(=O)[nH]c3ccc(S(=O)(=O)N4CCOCC4)cc23)c1	-3	0	6	2	0.9	0.0	1.0	2	-6	0.6	10
O=C(c1ccncc1)N1CCN(S(=O)(=O)c2ccccc2F)CC1	2	1	19	2	-0.1	-0.7	1.8	1	-3	1.1	5
CCc1ccc2oc(=O)cc(CN3CCCCC3C)c2c1 (stereo unspecified)	-6	-4	-9	3	-2.2	-0.8	2.7	10	-31	3.1	12
CCOC(=O)C1=C(C)N(C)C(C)=C(C(=O)OCC)C1c1ccncc1	-5	4	-7	-18	-1.2	0.8	0.8	-1	-12	1.0	0
CN(c1ccccc1C(=O)Nc1ccc(F)c(Cl)c1)S(C)(=O)=O	-1	-1	-6	2	0.3	-2.2	2.0	1	3	0.6	2
O=[N+]([O-])c1ccc(NNS(=O)(=O)c2cc(Cl)ccc2Cl)nc1	2	5	3	2	-0.3	/	1.8	0	-10	/	-3
N#CCSc1nnc(C2CCCCC2)n1Cc1ccccc1	0	1	-10	-14	-1.1	-0.4	1.4	3	-10	1.4	0
O=C(CCC(=O)CCN1CCCCC1)CCN1CCCCC1	-1	-3	-19	-4	2.6	-0.4	2.8	6	-37	1.6	-1
Cc1cccc(-n2ncc3c(NCc4ccccc4)ncnc32)c1	-5	-2	24	-6	-0.2	0.3	5.1	-1	2	2.6	1
Cn1ccnc1SCC(=O)Nc1ccc2c(c1)OCO2	-10	-2	0	-18	-0.3	0.7	3.2	0	9	2.4	3
COc1ccc(S(=O)(=O)N2CCOCC2)cc1C(C)C	10	0	-8	-6	-0.9	-0.1	4.0	6	4	-2.5	5
CC(=O)c1cccc(NS(=O)(=O)c2c(C)noc2C)c1	-1	-3	123	-10	-0.3	-0.8	2.4	2	-18	2.9	-2
CCS(=O)(=O)c1nc(S(=O)(=O)c2ccc(C)cc2)c(N2CCCC(C)C2)s1 (stereo unspecified)	-6	-1	-6	-1	-0.2	-1.4	1.1	-1	-12	1.0	6
CC(=O)c1ccc(NC(=O)c2cc(CC(C)C)on2)cc1	-9	-2	4	-2	0.2	-0.8	2.5	0	-17	-1.2	-8

Next section
SMILES	PKA-R2B activ	DAGLB inh	SUMO Mot1 rescue	PKA-R1A act	CDK5 p35 inh	Ecoli viability	phage Ecoli inh	HTR5A ag	HTR5A inv ctr	AddAB inh	Tat transport
O=C(O)c1cc(-c2ccc(Cl)cc2)n(-c2ccc(Cl)cc2)n1	-3	5	-30	-1	0.2	0.3	2.0	2	-13	5.0	-5
C=CCNC(=O)CN1C2CCCC1CC(NC(=O)c1ccccc1C)C2 (stereo unspecified)	5	1	-20	-2	-2.2	-0.5	0.7	-4	9	0.2	-5
CCn1cnc2sc(C(=O)Nc3ccc4c(c3)OCO4)c(C)c2c1=O	12	-1	/	-6	1.3	-0.8	-0.9	7	-19	1.4	5
CC1CCCCN1C(=O)CNCC1CCCO1 (stereo unspecified)	13	0	-15	10	-0.1	-1.2	3.7	0	-1	-1.6	-3
O=C(Nc1ccncc1)c1ccc(Cl)c([N+](=O)[O-])c1	-4	2	104	-10	1.1	-0.1	-2.5	2	-8	0.5	1
CCN(CC)S(=O)(=O)c1ccc(N/N=C/c2cccnc2)nc1	9	0	-9	8	-0.9	1.4	2.8	-1	3	2.3	4

Compounds listed so far that contain a nitro group on carbon, in the order listed:
SMILES	PKA-R2B activ	DAGLB inh	SUMO Mot1 rescue	PKA-R1A act	CDK5 p35 inh	Ecoli viability	phage Ecoli inh	HTR5A ag	HTR5A inv ctr	AddAB inh	Tat transport
Cc1cc(C(=O)OCC(=O)NC2CC2)ccc1[N+](=O)[O-]	-12	0	14	6	0.7	-1.4	2.1	-2	1	1.8	4
O=C(c1ccc(-c2cccc(Cl)c2)o1)N1CCN(c2ccc([N+](=O)[O-])cc2)CC1	3	-4	1	10	-0.8	-1.4	1.3	8	2	0.1	6
O=C(CCC(=O)Nc1cccc(Cl)c1)N/N=C/c1cc([N+](=O)[O-])ccc1O	-6	8	3	-12	0.8	3.5	2.8	-1	3	1.7	-9
O=C(N/N=C/c1ccc([N+](=O)[O-])o1)c1cc(-c2ccc(-c3ccccc3)cc2)nc2ccccc12	-3	6	-10	3	-1.9	-0.9	2.7	3	14	4.4	1
COc1cc([N+](=O)[O-])ccc1NC(=S)NNC(=O)CCC(=O)Nc1ccccc1Cl	3	11	-7	3	-0.3	-2.9	-0.2	-3	-17	0.4	-8
O=[N+]([O-])c1ccc(NNS(=O)(=O)c2cc(Cl)ccc2Cl)nc1	2	5	3	2	-0.3	/	1.8	0	-10	/	-3
O=C(Nc1ccncc1)c1ccc(Cl)c([N+](=O)[O-])c1	-4	2	104	-10	1.1	-0.1	-2.5	2	-8	0.5	1

Screening results: PubChem, several laboratories

Rows were taken by chance. Share with any hit: about 2.3%.
